bCat nuc transl: modulators of beta-catenin nuclear translocation; HeLa beta-catenin nuclear translocation, immunofluorescence imaging; nuclear translocation activity, % at 5 µM; actives 0.3% (n = 190,000);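 active means nuclear translocation activity above 50% at 5 µM, with a well cell count of 50 or more; inconclusive means wells under 50 cells across six images, flagged as toxic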;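 further: per-cell ratio of nuclear to cytoplasmic median beta-catenin stain intensity; plate controls were DMSO negative control for no effect and GSK-3 inhibitor IX positive control for full effect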
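System: HeLa cells, endogenous beta-catenin; compound dosing: 5 µM primary single dose, 0.1% DMSO, 0.02–20 µM confirmation series; incubation: 24 h compound exposure at 37°C, 5% CO2; signal: beta-catenin immunofluorescence imaging with DAPI; evaluation: % activation, nuclear-to-cytoplasmic median beta-catenin signal ratio per cell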
Yfh1-off respiration: enhancers of respiration in Yfh1-depleted yeast, dose response, Friedreich's ataxia, plus single-dose screen (AID 1465); S. cerevisiae Yfh1-off respiration, WST-1 reduction, 72 h; higher fold induction means a stronger effect; fold induction at 50 µM; hits with a dose series show EC50 in µM; actives 0.074% (n = 220,000);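 active means fold induction of absorbance versus untreated yeast above a set limit, then at least 30% activation at any dose in follow-up; inconclusive means repeats straddling the limit, or above it without dose testing; inactive means fold induction below the set limit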;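 further: activators that raise dye reduction in frataxin-depleted yeast; strong numbers were not always called active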
WT yeast gro inh: growth inhibition of WT yeast, mitochondrial fusion screen. AID 1362. actives 2.1% (n = 190,000). mitochondrial fusion phenotypic screen, WT strain. inhibition, % at 10 µM; in the data active means inhibition above about 58%; tested in S. cerevisiae
Autophagy HCS: autophagy modulation, high-content screen | MEF GFP-LC3 puncta imaging; test concentration mostly 10 µM | calls only at 10 µM (by protocol) | actives 0.98% (n = 190,000) | AID 463193;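 active means percentage of spot-positive cells more than 3 SD above its plate mean, without a fluorescence outlier flag or 80% toxicity; inconclusive means no clear call, values can overlap the other calls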;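 further: spot-positive cell cutoff set from DMSO-treated cells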
MT stabilizer: stabilizes microtubules in HeLa cells. HeLa tubulin immunostaining HCS, 24 h; share of cells brighter than vehicle mean+2SD. % tubulin-high responders, % at 10 µM. AID 2205. actives 0.83% (n = 200,000);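 active means plate Z-score above 3 for both tubulin-high and condensed-nucleus cell shares, with cell loss under 80%, at 10 µM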;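 further: anti alpha tubulin signal scored within the nucleus-defined area of each cell; some results filed as inactive read as strong as hits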
Dynein cargo inh: dynein cargo transport inhibition | 3617.4 mouse cells, GR-EGFP nuclear translocation imaging; test concentration mostly 20 µM; stimulated with dexamethasone, 1 µM; active compounds read low | z-score, hits read low | actives 0.47% (n = 220,000) | AID 1381;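 active means plate z-score of nuclear minus cytoplasmic receptor signal below a set negative limit, without overly bright fluorescence or cell loss, cut at about -3.5 in these data, passing the limit was not always enough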;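 further: z-score of nuclear minus cytoplasmic ring GR-EGFP intensity difference per well; some compounds called inactive have numbers as strong as hits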
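Buffer or medium: Induction medium lacking tetracycline, stripped serum | Also added: Dexamethasone agonist, 1.0 µM final, for 30 min | Timing: 48 h induction, 1 h compound, 30 min dex at 37 °C | Detection: Formaldehyde fixation, Hoechst nuclear stain, 10x automated fluorescence imaging | Measure: Nuclear versus cytoplasmic GR-EGFP signal, averaged per well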
PMI inhibitors: MPI enzyme activity inhibition – biochemical, fluorescence intensity, coupled assay, primary screen (AID 1209); actives 0.42% (n = 190,000); inhibition, % at 20 µM, or IC50 in µM where a hit was titrated; purified PMI enzyme, coupled fluorescence intensity; higher % means a stronger effect;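 further: plate controls were DMSO vehicle for no effect and wells lacking substrate for full effect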
Ins promoter up: MIN6 insulin promoter up-regulation; MIN6 insulin promoter-GFP reporter, high-content imaging; active compounds read high; z-score at 5 µM; actives 0.3% (n = 190,000);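 active means z-score above 3 at 5 µM with at least 500 cells counted in the well; inconclusive means wells under 500 cells, flagged as cytotoxic or low count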
PMI inhibition: MPI inhibition at elevated mannose 6-phosphate – biochemical, fluorescence intensity, high mannose 6-phosphate, primary screen (AID 1220); actives 0.66% (n = 190,000); recombinant PMI enzyme, coupled fluorescence intensity; higher % means a stronger effect; one-dose inhibition, % at 20 µM; IC50 in µM for titrated hits
WT yeast gro inh mutant strain: further read-out of WT yeast gro inh, marked with its call; inhibition, %; mitochondrial fusion phenotypic screen, mutant strain inhibition
Dynein cargo inh cytoplasmic EGFP: further read-out of Dynein cargo inh, marked with its call; z-score; measured here: cytoplasmic GR-EGFP intensity; active compounds read high
Dynein cargo inh nuclear GR-EGFP: also measured in Dynein cargo inh; calls as there; z-score; measured here: nuclear GR-EGFP intensity;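 lower value marks the stronger effect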
Dynein cargo inh cell count: further read-out of Dynein cargo inh, marked with its call; z-score; measured here: cell count per field
Ins promoter up cell count: recorded beside Ins promoter up, whose call it bears; cell count; measured here: cytotoxicity, nuclei count;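 total cells summed across four imaged fields per well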
bCat nuc transl cell count 5 µM: recorded beside bCat nuc transl, whose call it bears; cell count; measured here: cell count, cytotoxicity flag
MT stabilizer Hoechst-high %: recorded beside MT stabilizer, whose call it bears; % Hoechst-high responders; measured here: nuclear condensation Hoechst responders;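 share of cells brighter than vehicle mean plus two SD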
MT stabilizer cytotoxicity %: recorded beside MT stabilizer, whose call it bears; toxicity, %; measured here: cytotoxicity by cell density;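 0% = mean cell density of plate MIN control wells and 100% = no cells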
Autophagy HCS cell loss 18 h: recorded beside Autophagy HCS, whose call it bears; toxicity, %; measured here: cell loss, nuclei count;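 cell loss after 18 h compound exposure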
* hit, by the source's call; i = inactive; ? = inconclusive; / = not tested or not shown. Unless noted, no stated cut-off is given here; in the data, active means inhibition above about 50%; inactive means the rest.

Value order – bCat nuc transl	bCat nuc transl cell count 5 µM	Yfh1-off respiration	WT yeast gro inh	WT yeast gro inh mutant strain	Autophagy HCS	Autophagy HCS cell loss 18 h	MT stabilizer	MT stabilizer Hoechst-high %	MT stabilizer cytotoxicity %	Dynein cargo inh	Dynein cargo inh cytoplasmic EGFP	Dynein cargo inh nuclear GR-EGFP	Dynein cargo inh cell count	PMI inhibitors	Ins promoter up	Ins promoter up cell count	PMI inhibition
1) COC(=O)Cc1c(C)c2ccc(OC(=O)c3ccco3)cc2oc1=O
    -3.2	1171	i	39	29	i	42	3.5	2.3	2.2	-0.55	-0.16	-0.49	0.16	-3%	-0.78	1306	-8%
2) COCCCNCCOc1cc(C(C)C)ccc1C
    0.1	997	i	-1	2	i	-2	2.5	0.3	56	-0.43	-0.27	0.12	1.3	32%	0.16	1878	17%
3) Cc1ccc(C)n1-n1c(C)nc2sc(-c3ccccc3)cc2c1=O
    1.3	1026	i	31	15	i	0	1.6	2.0	19	-0.75	-0.05	-0.23	-0.17	15%	-0.64	1108	11%
4) CC(C)OC(=O)CSc1n[nH]c(-c2cccnc2)n1
    0.1	1114	i	6	-5	i	-1	4.1	2.3	4.3	1.1	-0.17	1.1	-1.3	-20%	1.3	1120	-12%
5) CCOC(=O)c1c(C)[nH]c(C)c1C=O
    -0.1	1140	i	-2	-10	i	6	/	/	/	0.19	-0.28	0.4	0.39	7%	-0.63	1368	4%
6) CC(=O)c1ccc(OCC(O)CN(C)Cc2cccs2)cc1 (stereo unspecified)
    -1.6	1235	i	-7	11	i	-7	2.7	2.3	10	-0.95	-0.3	-0.24	0.065	10%	0.24	1036	-4%
7) CCOP(=O)(OCC)c1nc(-c2cccc3ccccc23)oc1NCCc1ccc(OC)cc1
    /	/	i	70*	31*	i	-4	2.5	4.1	5.9	-0.48	-0.28	-0.71	0.63	21%	-0.05	1045	13%
8) CN(C)S(=O)(=O)c1ccc(N2CCCC2)c(C(=O)Nc2ccc(N3CCOCC3)cc2)c1
    /	/	/	-9	-18	i	2	3.5	3.0	5.7	0.4	-0.25	0.21	0.73	8%	0.25	763	5%
9) CCOC(=O)c1sc(NC(=S)NC(=O)c2ccccc2Cl)c(C(=O)OCC)c1C
    1.0	1053	i	4	16	i	4	5.4	3.3	1.8	1	0.52	0.42	-0.32	4%	-0.21	1852	5%
10) CCn1c(C)nc2cc(C(=O)NNC(=S)Nc3ccc(Cl)cc3Cl)ccc21
    1.8	1062	i	6	5	i	10	1.9	3.1	9.4	0.66	-0.3	0.12	0.095	-1%	-0.2	1337	2%
11) O=C(c1ccccc1F)N1CCN(c2ccc([N+](=O)[O-])c3cccnc23)CC1
    -1.4	1037	i	-18	-10	i	-8	1.5	1.0	5.9	0.046	-0.17	0.37	0.17	20%	-0.85	1434	58%*
12) CC(NC(=O)c1cc(COc2ccc3ncccc3c2)on1)c1ccc(F)cc1 (stereo unspecified)
    1.4	1303	i	/	/	/	/	/	/	/	-0.39	-0.25	-0.24	0.31	/	?	/	/
13) CCOc1ccc(-n2cc(C(=O)N3CCCCCC3)c3cc(OC)c(OC)cc3c2=O)cc1
    0.9	1383	i	30	6	i	5	4.0	3.3	10	0.57	-0.26	0.13	-0.012	-2%	-0.48	1152	6%
14) CCOc1ccccc1NC(=O)C1CCC(CNc2c(N3CCCCC3)c(=O)c2=O)CC1 (stereo unspecified)
    1.3	1319	i	/	/	/	/	/	/	/	1.7	-0.22	1.8	-1.5	/	0.1	1066	/
15) CCc1ccc(C(=O)CSc2nc3ccccc3c(=O)[nH]2)cc1
    /	/	i	27	19	i	-6	2.1	1.4	6.3	0.0028	-0.25	0.67	0.14	2%	0.15	926	4%
16) COc1ccc(/C=C/C(=O)NC(C)CCc2ccccc2)cc1 (stereo unspecified)
    -0.6	952	i	26	10	i	10	4.5	3.0	3.5	0.94	-0.043	0.18	0.0017	-3%	-0.57	1327	-4%
17) CS(=O)(=O)N(CC(=O)NCC1CCCO1)c1cc(Cl)ccc1Cl (stereo unspecified)
    -0.9	1142	i	-3	4	i	8	1.9	2.7	6.5	-0.42	-0.14	0.21	0.33	-3%	0.91	1026	1%
18) CCC(C(=O)OCC(=O)Nc1ccccc1-c1ccccc1)c1ccccc1 (stereo unspecified)
    /	/	i	71*	-2.3*	i	5	5.3	3.2	6.5	-0.44	-0.25	0.48	-0.027	9%	-1.4	1164	9%
19) Oc1ccccc1/C=N/Nc1nccnc1Cl
    /	/	i	16	18	i	35	3.8	4.5	33	0.29	-0.16	-0.099	-0.12	11%	/	/	4%
20) O=S(=O)(Cc1cc(-c2ccccc2)no1)c1ccccc1
    -1.3	978	i	-2	0	i	21	1.9	0.7	1.5	1.4	-0.13	1	-0.42	11%	-0.7	1638	17%
21) CCOc1ccc(N(CC(=O)NCC2CCCO2)S(=O)(=O)c2ccc(OC)c(OC)c2)cc1 (stereo unspecified)
    -1.5	1161	i	4	1	i	-1	3.5	3.0	4.0	-0.71	-0.24	-0.35	0.88	-4%	/	/	-12%
22) COc1ccc(OC)c(C2CC(c3ccc(NS(C)(=O)=O)cc3)=NN2C(=O)c2ccccc2)c1 (stereo unspecified)
    2.0	1109	i	-3	3	i	36	1.9	1.2	2.3	0.89	-0.26	0.48	-0.19	1%	/	/	-3%
23) CCCOc1cccc(C(=O)NC(=S)Nc2cccc(C(F)(F)F)c2)c1
    0.9	1178	i	17	47	i	-43	3.1	2.2	7.0	-0.65	-0.19	-0.55	0.83	11%	-0.24	839	7%
24) CCCCN(CCCC)CCNC(=O)c1ccc2nc(-c3ccccc3NC(C)=O)c(=O)[nH]c2c1
    -1.3	1141	i	9	1	i	-33	2.1	1.3	7.0	-0.69	-0.2	-0.16	0.62	0%	0.26	1273	0%
25) O=C(/C=C/c1cccc([N+](=O)[O-])c1)NC1CC2CCC1C2 (stereo unspecified)
    -0.9	1041	i	-3	-1	i	2	2.1	2.8	11	-0.41	-0.26	-0.09	0.071	1%	0.64	1237	3%
26) COc1ccc(-c2noc(CCC(=O)NC3CCCC3)n2)cc1
    1.3	1277	i	/	/	/	/	/	/	/	-0.14	-0.29	-0.29	0.64	/	-0.27	1295	/
27) O=C(c1ccco1)[C@@H]1[C@@H]2C(=O)N(c3ccc(F)cc3)C(=O)[C@@H]2[C@H]2C=Cc3ccccc3N21
    -0.3	965	i	18	2	i	14	4.0	1.5	5.9	0.3	0.21	0.28	-0.051	-26%	0.53	2296	-40%
28) CCCCNC(=S)NNC(=O)c1nn(C)cc1Cl
    -1.0	1127	i	-24	-7	i	0	2.3	2.7	3.9	-1.3	-0.25	-0.66	0.75	-7%	/	/	0%
29) COC(=O)N/N=C/c1cn(Cc2ccccc2Cl)c2ccccc12
    -1.9	1192	i	-25	-9	i	-6	2.0	2.0	5.1	0.034	-0.23	0.26	-0.72	22%	-0.24	1410	17%
30) Cc1c(Cl)ccc2c1NC(=O)C21NC(CCC(N)=O)[C@H]2C(=O)N(c3ccc(Cl)cc3)C(=O)[C@H]21 (stereo partly specified)
    1.3	1166	i	5	-6	i	9	1.8	1.4	9.8	-1.4	0.45	-0.66	1.2	13%	-0.3	973	22%

Later entries.
Value order – bCat nuc transl	bCat nuc transl cell count 5 µM	Yfh1-off respiration	WT yeast gro inh	WT yeast gro inh mutant strain	Autophagy HCS	Autophagy HCS cell loss 18 h	MT stabilizer	MT stabilizer Hoechst-high %	MT stabilizer cytotoxicity %	Dynein cargo inh	Dynein cargo inh cytoplasmic EGFP	Dynein cargo inh nuclear GR-EGFP	Dynein cargo inh cell count	PMI inhibitors	Ins promoter up	Ins promoter up cell count	PMI inhibition
31) Cc1ccc(S(=O)(=O)CCc2ccccn2)cc1
    /	/	i	19	-25	i	3	2.7	2.4	5.4	0.25	-0.22	0.51	-0.2	9%	-0.08	1185	5%
32) C=CCc1ccccc1OCC(O)CN(C(C)C)C(C)C (stereo unspecified)
    -1.3	1385	i	-12	-7	i	-7	2.8	2.3	9.0	-0.39	-0.17	-0.022	-0.058	8%	-0.67	1081	6%
33) COc1ccccc1N(CC(=O)NCc1cccnc1)S(C)(=O)=O
    1.8	1525	i	1	1	i	-2	2.1	3.0	6.4	-0.68	-0.42	-0.17	0.64	9%	-0.06	1660	4%
34) COCC1CCN(Cc2nc(COc3ccccc3)no2)C1 (stereo unspecified)
    -2.1	1020	i	-6	-2	i	-13	2.1	1.7	11	1.5	-0.26	1.5	-0.85	-8%	0.2	1428	-2%
35) CCOc1ccc(-n2c(Cc3cc(=O)[nH]c(=O)[nH]3)nnc2SCC)cc1
    -3.1	1471	i	-14	-16	i	-21	1.4	1.9	11	-0.17	-0.22	0.047	-0.11	3%	0.26	1428	7%
36) CCOC(=O)c1ccc(N/C=C\C(=O)c2cccc(OC)c2)cc1
    3.9	473	i	8	20	i	3	1.7	2.7	3.6	0.022	-0.22	0.2	0.21	-7%	-0.07	1210	3%
37) COC(=O)CSc1nnc(CSc2nc(C)cc(C)n2)o1
    -3.3	630	i	-1	-6	i	2	2.4	1.9	6.7	-0.28	-0.28	0.45	0.79	-7%	1.1	1378	-8%
38) C=CCNc1nc(SC)nc2ccsc12
    0.3	1111	i	5	19	i	-2	2.4	1.8	4.5	1.8	-0.19	0.26	-1.2	5%	-0.24	1900	6%
39) Cc1ccc(-c2nnc(N3CCN(C(=O)c4cccs4)CC3)c3ccccc23)cc1
    0.3	1003	i	/	/	/	/	/	/	/	-0.098	-0.31	-0.32	0.42	/	-0.68	1435	/

Source: PubChem
